STK33 inh – human STK33 kinase inhibition; Q9BYT3; ADP-Glo luminescence, MBP substrate; inhibition, % at 12.5 µM; 0.44% of 27,000 active; AID 2322; in the data active means inhibition above about 20%; inconclusive means no clear call, values can overlap the other calls
Target sequence (Q9BYT3 whole entry, looked up): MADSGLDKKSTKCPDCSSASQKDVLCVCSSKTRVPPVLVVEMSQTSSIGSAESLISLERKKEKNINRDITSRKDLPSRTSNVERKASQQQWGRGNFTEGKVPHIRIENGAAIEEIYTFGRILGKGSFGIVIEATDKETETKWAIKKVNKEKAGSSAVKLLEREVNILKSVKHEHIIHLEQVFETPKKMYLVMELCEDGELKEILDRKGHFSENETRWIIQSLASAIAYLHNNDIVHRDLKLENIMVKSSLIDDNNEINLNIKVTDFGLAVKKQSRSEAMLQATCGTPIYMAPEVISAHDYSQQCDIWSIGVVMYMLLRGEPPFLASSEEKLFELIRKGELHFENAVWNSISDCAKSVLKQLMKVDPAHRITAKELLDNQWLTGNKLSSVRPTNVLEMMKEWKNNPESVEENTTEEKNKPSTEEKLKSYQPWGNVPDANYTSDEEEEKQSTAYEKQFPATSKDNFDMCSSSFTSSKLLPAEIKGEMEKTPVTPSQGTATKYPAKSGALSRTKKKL
mut p53 react – re-activators of the mutant p53 pathway; 1.5% of 28,000 active; activation, % at 9.98 µM; SW480 PUMA-promoter luciferase, p53 mutant reactivation; in the data active means activation above about 52%; inconclusive means no clear call, values can overlap the other calls
Starred values were filed as active, the others as inactive; ? = inconclusive; . = not tested or not shown. Not all compounds are listed. The share of hits here may be higher or lower than overall.

nr	SMILES	STK33 inh	mut p53 react
1	CNC[C@H]1Oc2ccc(NC(=O)CCCN(C)C)cc2C(=O)N([C@H](C)CO)C[C@@H]1C	.	1.8
2	C[C@H]1CCCCO[C@@H](CN(C)C)[C@@H](C)CN([C@@H](C)CO)C(=O)c2cc(NS(=O)(=O)c3cccs3)ccc2O1	.	4.7
3	NS(=O)(=O)c1ccc(CCNc2ncnc3c2c(-c2ccccc2)cn3-c2ccc(F)cc2)cc1	6.3	-5.1
4	C[C@@H]1CCCCO[C@H](CN(C)C(=O)Cc2ccccc2)[C@@H](C)CN([C@H](C)CO)C(=O)c2cc(NC(=O)NC3CCCCC3)ccc2O1	-1.1	-1.7
5	COc1ccc(Cl)cc1NC(=O)Cn1cnc2sc3c(c2c1=O)CCC(C)C3 (centres undefined)	-0.7	-0.2
6	COc1ccc(NC(=O)N(C)C[C@@H]2Oc3ccc(NC(=O)c4ccncc4)cc3C(=O)N([C@@H](C)CO)C[C@@H]2C)cc1	0.2	.
7	CC(=O)c1c(C)oc2ccc(N(C(=O)c3ccncc3)S(=O)(=O)c3ccc(F)cc3)cc12	0.0	3.5
8	C[C@H]1CN([C@@H](C)CO)C(=O)Cc2cc(NC(=O)Nc3ccc(C(F)(F)F)cc3)ccc2O[C@H]1CN(C)C(=O)Nc1ccccc1	3.1	.

The closing four records of the section above lead into the next:
nr	SMILES	STK33 inh	mut p53 react
5	COc1ccc(Cl)cc1NC(=O)Cn1cnc2sc3c(c2c1=O)CCC(C)C3 (centres undefined)	-0.7	-0.2
6	COc1ccc(NC(=O)N(C)C[C@@H]2Oc3ccc(NC(=O)c4ccncc4)cc3C(=O)N([C@@H](C)CO)C[C@@H]2C)cc1	0.2	.
7	CC(=O)c1c(C)oc2ccc(N(C(=O)c3ccncc3)S(=O)(=O)c3ccc(F)cc3)cc12	0.0	3.5
8	C[C@H]1CN([C@@H](C)CO)C(=O)Cc2cc(NC(=O)Nc3ccc(C(F)(F)F)cc3)ccc2O[C@H]1CN(C)C(=O)Nc1ccccc1	3.1	.
9	C[C@@H]1CCCCO[C@@H](CN(C)S(=O)(=O)c2cccs2)[C@H](C)CN([C@@H](C)CO)C(=O)c2cc(N(C)C)ccc2O1	.	-13.0
10	COc1ccc(S(=O)(=O)N(C)C[C@@H]2Oc3c(NC(=O)c4nc5ccccc5s4)cccc3C(=O)N([C@@H](C)CO)C[C@H]2C)cc1	.	-10.7
11	COc1ccc([N+](=O)[O-])cc1NC(=O)C(C)N1C(=O)C2CC=C(Cl)CC2C1=O (centres undefined)	-4.3	-9.6
12	CS(=O)(=O)N(CC(=O)Nc1cc(Cl)cc(Cl)c1)c1cccc([N+](=O)[O-])c1	3.1	0.8
13	CC(C)=CCc1c(O)cc(O)c2c1OC(c1ccc(O)c(O)c1)CC2=O (centres undefined)	4.2	-0.8
14	O=S(=O)(Nc1cccnc1)c1cccc(S(=O)(=O)c2ccc(Cl)c(Cl)c2)c1	0.3	7.5
15	COc1cc2c(cc1NC(=O)COc1ccc(Br)cc1C)oc1ccccc12	-1.1	-19.6
16	NCc1ccccc1CC(=O)N[C@@H]1C(=O)N2C(C(=O)O)=C(CSc3nnnn3CC(=O)O)CS[C@H]12	-6.9	-3.3

Of the compounds above, these have a thiophene ring, fused or not:
nr	SMILES	STK33 inh	mut p53 react
2	C[C@H]1CCCCO[C@@H](CN(C)C)[C@@H](C)CN([C@@H](C)CO)C(=O)c2cc(NS(=O)(=O)c3cccs3)ccc2O1	.	4.7
5	COc1ccc(Cl)cc1NC(=O)Cn1cnc2sc3c(c2c1=O)CCC(C)C3 (centres undefined)	-0.7	-0.2
9	C[C@@H]1CCCCO[C@@H](CN(C)S(=O)(=O)c2cccs2)[C@H](C)CN([C@@H](C)CO)C(=O)c2cc(N(C)C)ccc2O1	.	-13.0

The listing continues:
nr	SMILES	STK33 inh	mut p53 react
17	OC(CSc1nccc(-c2ccc3c(c2)OCCO3)n1)C(F)(F)F (centres undefined)	.	?
18	N#CC1c2ccc(Br)cc2C=CC1c1ccccc1 (centres undefined)	.	?
19	C[C@@H]1CN([C@@H](C)CO)C(=O)c2cc(NS(=O)(=O)c3cn(C)cn3)ccc2O[C@@H]1CN(C)CC1CCCCC1	4.7	.
20	Cc1ccc(N(C(C)C(=O)NC2CCCCC2)S(C)(=O)=O)cc1C (centres undefined)	2.0	-11.0
21	C[C@H]1CN([C@@H](C)CO)C(=O)Cc2cc(NC(=O)Cn3cnnn3)ccc2O[C@H]1CN(C)Cc1ccc(C(=O)O)cc1	1.4	.
22	CC(C)CC#Cc1cnc2c(c1)C(=O)N([C@H](C)CO)C[C@@H](C)[C@H](CN(C)Cc1ccc3c(c1)OCO3)O2	.	-6.2
23	O=C(CSc1nc(-c2ccccc2)cc(C(F)(F)F)n1)Nc1ccc(F)cc1	0.0	-23.7
24	C[C@@H]1CN([C@H](C)CO)C(=O)c2cccc(NC(=O)C3CCOCC3)c2O[C@H]1CN(C)S(=O)(=O)c1cccs1	.	-5.9
25	C/C=C(/C)C(=O)OC(COc1c2ccoc2c(OC)c2oc(=O)ccc12)C(C)(C)O (centres undefined)	-7.4	6.3
26	C[C@@H]1CN([C@H](C)CO)C(=O)Cc2cc(NS(=O)(=O)c3ccc(Cl)cc3)ccc2O[C@H]1CN(C)CC1CCCCC1	1.6	8.2
27	Cc1nc(CSc2nc3[nH]ncc3c(=O)n2-c2ccccc2)cs1	0.3	3.4
28	COC(=O)c1cccc(NC(=O)CN(c2cccc(F)c2)S(C)(=O)=O)c1C	-4.4	0.5
29	C=C1C2CCC3C(CCC4[C@]3(C)CCC[C@]4(C)C(=O)O)(C2)C1OC(=O)/C(C)=C\C (some centres undefined)	-16.2	9.9
30	CCOC(=O)c1c(NC(=S)Nc2cnccn2)sc(C)c1-c1ccccc1	-0.9	7.3
31	CCCC#Cc1ccc2c(c1)O[C@H](CN(C)Cc1ccc3c(c1)OCO3)[C@H](C)CN([C@H](C)CO)S2(=O)=O	.	-16.5
32	O=C1OCc2cc3cccc(O[C@@H]4O[C@H](CO)[C@@H](O)[C@H](O)[C@H]4O)c3c(O)c21	7.4	3.8
33	COC(=O)c1ccccc1NC(=O)C(C)NS(=O)(=O)c1ccc(C)cc1 (centres undefined)	0.4	-14.3
34	Cc1c(C(=O)Nc2ccccc2C(=O)NCc2ccco2)cccc1[N+](=O)[O-]	6.5	1.6
35	CC1(CO)C=Cc2c(cc(O)c3c(=O)c(-c4ccc(O)cc4)coc23)O1 (centres undefined)	3.6	31.8
36	COc1ccc(C#Cc2cnc3c(c2)C(=O)N([C@H](C)CO)C[C@H](C)[C@H](CN(C)C(=O)NC(C)C)O3)cc1OC	10.1	.
37	C[C@@H]1CN([C@@H](C)CO)C(=O)c2cc(C#Cc3ccccc3F)cnc2O[C@H]1CN(C)S(C)(=O)=O	.	3.3
38	COc1ccc(F)cc1S(=O)(=O)NCc1cccnc1	-11.1	6.1
39	C[C@@H]1CCCCO[C@H](CN(C)C(=O)Nc2ccc3c(c2)OCO3)[C@H](C)CN([C@@H](C)CO)C(=O)c2cc(NC(=O)c3ccncc3)ccc2O1	.	29.3
40	Cc1cc(OCC(=O)Nc2cccc(C(=O)O)c2)cc(C)c1Cl	-3.2	30.9

The list goes on:
Screens in order: STK33 inh	mut p53 react
#41 Cc1noc(C)c1S(=O)(=O)N(C)C[C@@H]1Oc2c(NS(C)(=O)=O)cccc2C(=O)N([C@@H](C)CO)C[C@H]1C
    .	7.4
#42 Cc1cc(-c2ccccc2)nc(SCC(=O)O)n1
    -1.1	3.6
#43 C[C@@H]1CN([C@@H](C)CO)C(=O)c2cc(NC(=O)Cc3ccccc3)ccc2O[C@@H](C)CCCCO[C@H]1CN(C)C(=O)c1ccncc1
    .	17.5
#44 CNC[C@H]1Oc2cc(C#CC(C)(C)O)ccc2S(=O)(=O)N([C@@H](C)CO)C[C@@H]1C
    .	15.9
#45 C[C@@H]1CN([C@H](C)CO)S(=O)(=O)c2ccc(-c3ccncc3)cc2O[C@@H]1CN(C)Cc1ccc(Oc2ccccc2)cc1
    .	-39.5
#46 CCn1c(=S)[nH]c2ccccc2c1=O
    5.0	.
#47 Cc1cc(=O)c2c(O)c(C)c(O)cc2o1
    4.7	.
#48 COC(=O)c1[nH]nc2c1C(=O)N(C1CCCCC1)C2=O
    .	-7.6
#49 CNC(=O)C1OC(n2cnc3c(NCc4cccc(I)c4)nc(Cl)nc32)C(O)C1O (centres undefined)
    .	20.8
#50 Cc1ccc(NC(=O)CSc2nc3ccccc3s2)cc1[N+](=O)[O-]
    1.4	13.0
#51 Cc1noc(C)c1S(=O)(=O)Nc1ccc2c(c1)CC(=O)N([C@H](C)CO)C[C@H](C)[C@@H](CN(C)C(=O)Nc1ccc(F)cc1)O2
    .	7.0
#52 Cc1ccc(S(=O)(=O)Nc2ccc3c(c2)C(=O)N([C@@H](C)CO)C[C@@H](C)[C@H](CN(C)S(=O)(=O)c2ccc(F)cc2)O3)cc1
    -1.2	.
#53 C[C@H]1CN([C@@H](C)CO)C(=O)Cc2cc(NC(=O)C3CCCCC3)ccc2O[C@@H]1CN(C)S(=O)(=O)c1ccc(Cl)cc1
    0.0	.
#54 CCOC(=O)COc1ccc2c(=O)c(-c3ccccc3OC)c(C(F)(F)F)oc2c1
    1.4	18.0
#55 O=C(CS(=O)c1ccc(C(F)(F)F)cc1[N+](=O)[O-])Oc1ccc(Cl)cc1 (centres undefined)
    -2.0	-7.7
#56 Cc1c(NC(=O)CSc2nc3cc(C(=O)N4CCCC4)ccc3s2)c(=O)n(-c2ccccc2)n1C
    5.9	-8.5
#57 CCOc1cc([N+](=O)[O-])ccc1NC(=O)CC1Sc2ccccc2NC1=O (centres undefined)
    -0.5	-44.2
#58 C[C@H]1CN([C@@H](C)CO)C(=O)Cc2cc(NC(=O)Cc3cn(C)c4ccccc34)ccc2O[C@H]1CN(C)Cc1ccc(-c2ccccc2)cc1
    7.9	.
#59 C[C@@H]1CN([C@@H](C)CO)C(=O)c2cc(N(C)C)ccc2O[C@@H](C)CCCCO[C@H]1CN(C)Cc1ccncc1
    .	-4.2
#60 N#Cc1c(SC2CCCC2)nsc1SC1CCCC1
    -0.2	.
#61 Cc1noc(C)c1NC(=O)N(C)C[C@@H]1Oc2c(NC(=O)c3ccncc3)cccc2C(=O)N([C@H](C)CO)C[C@H]1C
    .	-0.1
#62 COc1ccc2nc3c(cc2c1)c(=O)n(C)c(=O)n3C
    -1.3	.
#63 C[C@@H]1CN([C@@H](C)CO)C(=O)c2cc(-c3ccncc3)cnc2O[C@H]1CN(C)S(=O)(=O)c1ccc(F)cc1
    .	0.9
#64 O=C(C[C@@H]1C[C@@H]2c3cc(NC(=O)Nc4ccccc4)ccc3O[C@@H]2[C@@H](CO)O1)NC1CCCC1
    .	10.4
#65 CC(NS(=O)(=O)c1ccc(F)cc1)C(=O)Nc1cccc(C(F)(F)F)c1 (centres undefined)
    -1.5	-11.0
#66 C[C@H]1CN([C@@H](C)CO)C(=O)CCCn2cc(nn2)CO[C@@H]1CN(C)C(=O)Nc1ccccc1C(F)(F)F
    6.8	-0.5
#67 C[C@@H]1CN([C@H](C)CO)C(=O)Cc2cc(NC(=O)Nc3cccc4ccccc34)ccc2O[C@H]1CN(C)Cc1ccc(C(F)(F)F)cc1
    2.3	.
#68 CC(C)CC#Cc1cnc2c(c1)C(=O)N([C@@H](C)CO)C[C@H](C)[C@@H](CN(C)C(=O)Nc1cccc(F)c1)O2
    .	-5.8
